Source: PubChem BioAssay
PLK1 inh: blocks human PLK1 kinase activity | recombinant PLK1 kinase, TR-FRET peptide phosphorylation | 97,000 compounds, 0.53% hits | P53350 | inhibition, % at 10 µM;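 active = inhibition of 50% or more in the single-concentration screen; inactive = inhibition below 50%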;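 also: 0% = DMSO max control and 100% = H-89 dihydrochloride min control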
hDAT+cocaine: modulates human dopamine transporter uptake under cocaine; Q01959; LLC-PK1 hDAT cells, [14C]-dopamine uptake with cocaine IC80; actives deviate in either direction; B-score at 10 µM; 110,000 compounds, 1.3% hits; AID 449768;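 active = Z score or B-score, a plate-position-corrected score, falls beyond the plate's 99.7% confidence bounds, in either direction; inactive = both scores lie inside the 99.7% bounds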;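 also: scored against the spread of the other compound wells on the same plate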
Target sequence (Q01959 whole entry, looked up): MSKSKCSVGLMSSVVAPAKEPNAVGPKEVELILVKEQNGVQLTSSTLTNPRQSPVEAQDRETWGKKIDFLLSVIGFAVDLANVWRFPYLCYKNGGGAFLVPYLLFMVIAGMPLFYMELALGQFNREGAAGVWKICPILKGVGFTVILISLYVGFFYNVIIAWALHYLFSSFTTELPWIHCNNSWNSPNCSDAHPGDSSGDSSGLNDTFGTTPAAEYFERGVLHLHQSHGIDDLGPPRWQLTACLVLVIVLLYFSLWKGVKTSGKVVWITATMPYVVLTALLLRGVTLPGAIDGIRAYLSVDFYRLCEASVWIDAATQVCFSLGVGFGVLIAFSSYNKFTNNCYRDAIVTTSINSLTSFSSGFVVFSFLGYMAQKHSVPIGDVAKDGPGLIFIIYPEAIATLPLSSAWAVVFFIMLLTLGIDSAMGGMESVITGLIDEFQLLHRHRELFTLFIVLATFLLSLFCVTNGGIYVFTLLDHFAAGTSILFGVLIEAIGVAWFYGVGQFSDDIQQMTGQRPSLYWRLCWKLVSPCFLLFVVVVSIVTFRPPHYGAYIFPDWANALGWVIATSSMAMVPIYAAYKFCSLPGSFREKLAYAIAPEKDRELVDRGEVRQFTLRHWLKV
PLK1 PBD inh: Plk1 (human) PBD binding inhibition; P53350; Plk1 PBD phosphopeptide binding, fluorescence polarization; inhibition, %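 (tested at about 20 µM)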; 97,000 compounds, 0.13% hits; in the data active = inhibition above about 34%, passing the limit was not always enough
F-actin modifier: modifiers of cytoskeleton assembly. HUVEC TNFa F-actin phalloidin imaging, high content. inhibition, % at 2 µM. 91,000 compounds, 0.18% hits;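 active = inhibition above the batch mean plus 3 SD and confirmed as a hit by visual image inspection, cut at about 30% in these data, passing the limit was not always enough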; also: strong numbers were not always called active
VCAM1 TNFa inh: reduces TNF alpha induced VCAM1 expression in HUVEC | inhibition, % at 2 µM | 95,000 compounds, 0.48% hits | HUVEC TNFa-induced VCAM-1 immunofluorescence, high-content imaging;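 active = inhibition above the batch mean plus 3 SD, with images confirmed as a hit by eye, cut at about 37% in these data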;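 also: 0% = TNF-stimulated DMSO wells and 100% = unstimulated control wells; not every result past the cut was called active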
E coli WT exp: growth inhibitors of E. coli BW25113 wild type; AID 710; OD600 absorbance; 98,000 compounds, 0.15% hits; growth inhibition, % at 100 µM;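 active = growth inhibition above about 50% at one test dose, limit read from the data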;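 also: growth measured after 20 h incubation at 37 °C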
sEH inh: blocks human soluble epoxide hydrolase activity | recombinant human sEH enzymatic activity assay | inhibition, % at 2 µM | AID 707 | 91,000 compounds, 0.34% hits; in the data active = inhibition above about 80%; also: values of inactives mirror those of a sister screen read the other way; many of its hits are not listed in these tables
TNFa cytotox: HUVEC cytotoxicity counter-screen, TNF alpha stimulated; HUVEC TNFalpha-stimulated, Hoechst cell count, imaging; cell count reduction, % at 2 µM; 93,000 compounds, 0.17% hits; AID 848;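 active = cell count reduction exceeding the screen mean by over 5 SD, scaled to untreated wells per plate, cut at about 78% in these data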;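 also: cells counted after 24 h of TNF alpha exposure following the 1 h pretreatment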
IL1B cytotox: toxic to HUVEC cells under IL-1B stimulation | HUVEC cell count loss, Hoechst imaging, IL-1B stimulated | cell count reduction, % at 2 µM | 94,000 compounds, 0.41% hits;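 active = cell count reduction more than 3 SD above the screen-wide mean, cut at about 70% in these data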;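 also: normalized per plate to untreated control cells as the no-loss baseline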
* hit, by the source's call; . = no result given.

Each structure is followed by: PLK1 inh	hDAT+cocaine	PLK1 PBD inh	F-actin modifier	VCAM1 TNFa inh	E coli WT exp	sEH inh	TNFa cytotox	IL1B cytotox
COc1ccc(C(=O)O/N=C(\C)c2ccccc2)cc1
→ -12	0.0021	3	23	-5	-3	4	-29	2
COc1ccc(-n2ncc(N(C)n3cccc3)c(Cl)c2=O)cc1
→ -10	0.26	-16	-9	-16	0	6	-14	-3
O=C(CSc1nc2cc(Cl)ccc2o1)Nc1ccc(N2CCOCC2)cc1
→ -6	-0.82	4	-8	12	-3	-15	0	9
O=C1C(=C(O)c2ccccc2)C(=O)c2ccccc21
→ 5	-0.32	-24	0	4	-5	.	-9	-4
CCCn1c(SCC(=O)/C(C#N)=C(\C)N)n[nH]c1=O
→ -3	-0.011	12	-14	14	8	.	-5	.
Clc1cccc(Cl)c1CSc1nnc(/C=C/c2ccccc2)o1
→ -8	.	-4	26	14	-6	0	-34	22
CC(OC(=O)CN1C(=O)NC(C)(C)C1=O)C(=O)c1ccccc1 (stereo unspecified)
→ -17	-0.013	-5	2	-12	14	0	-21	-6
Cc1ccc(-c2nc(CSCC(=O)Nc3cc(C)on3)c(C)o2)cc1
→ -7	-0.044	-9	-9	38	2	-2	89*	18
CCc1ccc(OCC(=O)N2CCN=C2c2ccccc2)cc1
→ -34	-0.12	-18	-13	12	-9	8	6	-15
CCOC(=O)N1CC=C2C(C#N)=C(N)C(C#N)(C#N)[C@H](c3ccccc3OCC)[C@H]2C1
→ -5	0.63	-21	9	7	5	-6	-27	1
O=C(NCc1ccco1)C1CC(c2cccc([N+](=O)[O-])c2)=NO1 (stereo unspecified)
→ -11	-0.82	7	26	-6	-6	-6	2	-9
Cc1cccc(C(=O)O/N=C(\N)c2ccc(Br)cc2)c1
→ -10	-0.16	12	-9	21	-8	8	10	0
COc1ccc(NC(=O)C23CC4CC(C2)CC(n2cnc(Br)n2)(C4)C3)c(OC)c1
→ -10	-0.4	-4	-4	-17	-3	3	-36	-1
CCN(CC)C(=O)Oc1ccccc1NC(C)=O
→ -8	-0.27	4	5	10	-1	2	-2	-1
CCOc1ccc(-n2c(Cc3cc(=O)[nH]c(=O)[nH]3)nnc2SCC)cc1
→ -7	0.4	-16	15	-5	-11	9	-17	-21

Some of these compounds in order of number of heavy atoms, largest number first:
Each structure is followed by: PLK1 inh	hDAT+cocaine	PLK1 PBD inh	F-actin modifier	VCAM1 TNFa inh	E coli WT exp	sEH inh	TNFa cytotox	IL1B cytotox
CCOC(=O)N1CC=C2C(C#N)=C(N)C(C#N)(C#N)[C@H](c3ccccc3OCC)[C@H]2C1
→ -5	0.63	-21	9	7	5	-6	-27	1
O=C(CSc1nc2cc(Cl)ccc2o1)Nc1ccc(N2CCOCC2)cc1
→ -6	-0.82	4	-8	12	-3	-15	0	9
CCc1ccc(OCC(=O)N2CCN=C2c2ccccc2)cc1
→ -34	-0.12	-18	-13	12	-9	8	6	-15
Cc1cccc(C(=O)O/N=C(\N)c2ccc(Br)cc2)c1
→ -10	-0.16	12	-9	21	-8	8	10	0
O=C1C(=C(O)c2ccccc2)C(=O)c2ccccc21
→ 5	-0.32	-24	0	4	-5	.	-9	-4

Next part
Each structure is followed by: PLK1 inh	hDAT+cocaine	PLK1 PBD inh	F-actin modifier	VCAM1 TNFa inh	E coli WT exp	sEH inh	TNFa cytotox	IL1B cytotox
CCC(C)(C)n1nnnc1C(c1ccc(N(C)C)cc1)N1CCN(C2CCCCC2)CC1 (stereo unspecified)
→ -3	0.81	12	5	-19	5	-2	-21	-19
CCC(=O)Nc1ccc(C(=O)CSc2nnc(-c3cccnc3)o2)cc1
→ -1	-1.8	33	-30	-8	2	-29	11	7
Cc1ccc2c(Cl)c(C(=O)NCc3cccnc3)sc2c1
→ -11	0.93	-3	18	4	14	7	-1	-41
CCSC1=C(C#N)C2(CCCCC2)C(C#N)=C(N)N1
→ -7	-0.66	6	6	0	10	3	-9	-12
CCN(CC)CCNC(=O)c1cc2c(=O)n(C)c3ccccc3c2n1C
→ 7	-1	1	9	-8	4	.	-19	2
CN(C)S(=O)(=O)c1cccc(C(=O)N2CCN(Cc3ccccc3)CC2)c1
→ -1	0.073	15	-11	5	7	-13	-5	16
COc1cc(-c2nnc(SCC(=O)Nc3ccc4c(c3)OCCO4)o2)cc(OC)c1OC
→ -17	0.99	1	7	-4	-8	-2	9	-5
CC1=C(C(=O)Nc2ccccn2)C(c2ccc(Br)cc2)n2ncnc2N1 (stereo unspecified)
→ 1	-0.5	-15	-15	21	-1	.	-21	-2
CCN(CC)C(=O)c1sc(NC(=O)C(Sc2ccccc2)c2ccccc2)c(C(=O)OC(C)C)c1C (stereo unspecified)
→ -11	1	-18	-12	-18	-18	0	-14	-2
CCn1c(C)nc2cc(C(=O)NNS(=O)(=O)c3ccccc3F)ccc21
→ -10	.	-4	-9	11	-1	-3	8	2
COCCCNCC(=O)c1c(N)n(Cc2ccccc2)c(=O)n(C)c1=O
→ -5	-1.8	-24	4	-1	5	.	0	7
CCn1cc(C(=O)O)c(=O)c2cnc(N3CCN(C(=O)Nc4ccccc4)CC3)nc21
→ -7	.	19	-16	16	.	5	14	16
CC(c1ccco1)N(C(=O)Nc1ccc(Cl)cc1)c1ccccn1 (stereo unspecified)
→ -8	1.3	-36	10	7	5	18	-24	2
COCC(=O)N(C)c1nnc(-c2ccc([N+](=O)[O-])cc2)s1
→ -9	-0.3	5	-14	-9	-7	.	4	-48
CCOC(=O)C1CCN(C(=O)Cc2c(C(=O)O)[nH]c3ccccc23)CC1
→ 1	-0.78	-18	0	5	3	.	-4	-26
CO/C=C/C#CC1(O)CCN(C)CC1
→ -17	-1.2	-1	41	0	-2	7	-22	-38
O=C(Nc1ccc(N2CCN(C(=O)c3ccc(Cl)cc3)CC2)cc1)c1ccc2c(c1)OCCO2
→ -21	0.15	17	-17	18	-11	22	10	5
Cc1ccc(-n2c(SCC(N)=O)nnc2-c2ccccn2)cc1C
→ 5	-0.53	-43	8	-16	0	9	-20	-15
O=C(Nc1ccc2nc[nH]c2c1)c1ccco1
→ -1	0.24	18	31	0	7	.	-24	3
O=S(=O)(NCCCc1ccccc1)c1ccccc1
→ -9	-0.0035	-2	8	-1	6	-4	-22	7
COC(=O)[C@H](Cc1ccccc1)NC(=O)N1CCCCC1C (stereo partly specified)
→ -5	-0.93	-30	-38	3	9	-8	-10	-3
Cc1ccc(OCc2nnc(SCc3cc(=O)[nH]c4ccccc34)o2)cc1
→ -10	0.1	16	12	-9	-1	12	-26	-12
CCc1nc(N)c(C#N)c(-c2cccn2C)c1C
→ -13	-0.45	-20	-11	-2	.	-7	0	-32
Cc1ccc(C)c(-n2c(SCC(N)=O)nnc2-c2ccccn2)c1
→ -7	0.47	8	7	-1	-9	-10	-5	0
O=C(CCC(=O)N(Cc1ccco1)C(C(=O)NC1CCCC1)c1ccncc1)Nc1cccnc1 (stereo unspecified)
→ -8	-0.0031	5	9	14	2	2	-10	-1
COc1cc2c(=O)n(Cc3ccco3)c(=O)n(CC(=O)c3cccc(Br)c3)c2cc1OC
→ -13	-0.58	-10	-7	2	3	1	40	-1
COc1ccccc1NC(=O)CSc1nnc(CC(=O)Nc2ccccc2)n1C
→ -2	0.022	-17	14	-18	12	8	-23	1
CC1(C)CC(=O)C(C2NCCc3ccccc32)=C(O)C1 (stereo unspecified)
→ -9	0.65	11	-11	7	1	-11	-31	-2
S=c1[nH]nc(-c2cc3c(s2)-c2ccccc2CC3)o1
→ -29	1.5	-15	-31	12	9	17	-5	-47
CCCc1nc2ccccc2c(=O)n1/N=C/c1ccc(O)c(O)c1
→ 11	1.3	-24	-9	1	1	0	-33	-8
COc1ccc2c(c1OC)C(=O)N(c1ccc3c(c1)CCC3)C2=O
→ -5	0.36	8	14	1	.	0	-18	-2
S=C1NC(c2ccccc2)=NCN1c1ccc(Br)cc1
→ 2	-0.094	4	-1	-1	-1	-15	-1	.
CCOC(=O)CNC(=O)CSc1ncnc2c1nnn2-c1ccc(F)cc1
→ -10	0.84	22	20	17	-6	-3	1	-11
COc1ccc(CN(Cc2ccccn2)S(=O)(=O)c2ccc(-n3cnnn3)c(OC)c2)cc1
→ -5	0.13	0	0	3	-17	-4	-26	-6
COc1ccc(-n2c(=S)[nH]c3cc(C(=O)NCc4ccco4)ccc3c2=O)c(OC)c1
→ -3	0.8	-9	2	7	2	30	2	7
COc1ccc2nc(-c3ccc(N)cc3)[nH]c2c1
→ -8	0.73	-16	1	-9	.	10	-19	-20
c1ccc(Cc2nn3c(Cn4cnc5ccccc54)nnc3s2)cc1
→ -1	-0.32	4	-16	1	6	1	-9	-6
Nc1nc(CSc2nc3ccccc3[nH]2)nc(N2CCOCC2)n1
→ -11	0.88	-34	-39	43	3	-12	47	13
CCOc1ccc(N=C(NC#N)SCC(=O)NC2CC2)cc1
→ -8	-0.063	-5	-45	8	5	-7	0	-9
Cc1ccc2nsnc2c1S(=O)(=O)N1CCCC1
→ 5	0.13	-7	-16	1	6	4	-16	3
CC1CCN(C(=O)C2CCN(CC(C)c3ccccc3)CC2)CC1 (stereo unspecified)
→ -11	-0.3	-45	-2	-7	.	-1	-1	6
O=C(Nc1nccs1)C1C2CC3OC(=O)C1C3C2 (stereo unspecified)
→ -9	0.011	2	2	10	4	-14	-24	-38
CCCCCSc1nnc2c(n1)OC(C)N(C(C)=O)c1ccccc1-2 (stereo unspecified)
→ 57*	0.011	22	.	.	-1	.	.	.
COc1ccc(-c2cnc(SCC(=O)Nc3nc(C(C)(C)C)cs3)n2Cc2ccco2)cc1
→ -6	0.26	-6	-3	25	.	7	.	-11
COc1ccc(CNC(=O)Nc2cccs2)cc1OC
→ -17	-1.6	-13	-5	-5	2	7	-5	-26
O=C(CCNS(=O)(=O)c1ccc2c(c1)CCC(=O)N2)Nc1ccc2c(c1)OCCO2
→ -9	0.2	14	-9	18	3	.	-28	-19
Cc1c(C)n(C)c2ccc(C(=O)Nc3cccc4ccccc34)cc12
→ -10	2	-37	-30	11	-10	-1	0	-1
[O-][N+]12CC[N+]([O-])(CC1)c1ccccc12
→ -4	-0.61	8	18	3	7	-11	-18	1
Cc1cccc(OCc2nnc(SCC(=O)N3CCN(C(=O)c4ccco4)CC3)n2C)c1C
→ -10	-0.8	-15	-3	4	4	9	-16	-16
